PAX8 inh HTS: inhibitors of PAX8-driven TPO luciferase reporter, primary screen, RMG-I cells, single concentration; SteadyGlo, 24 h; inhibition, % at 12.6 µM; actives 1.2% (n = 360,000);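 active means mean replicate inhibition at least 60% with every replicate also reaching 60%; inconclusive means only one of the two criteria is met; inactive means mean below 60% and not all replicates reaching 60%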;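 further: luciferase light reporting Pax8 driven TPO promoter activity; plate controls were median of neutral control wells for no effect and mitoxantrone controls for full effect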
EWS-Fli block: EWS/Fli-driven NR0B1 reporter inhibitors, primary screen, A673 cells, NR0B1 luciferase, luminescence, MLPCN library; inhibition, % at 12.6 µM; AID 651661, 2012; viability-normalised; actives 0.67% (n = 350,000);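 active means mean inhibition of at least 50% after viability correction, with every replicate also passing that limit; inconclusive means mean reaches 50% but only one of two replicates passes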;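 further: firefly luciferase signal divided by Alamar Blue viability fluorescence both relative to DMSO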
ERAP1 inh: human ERAP1 aminopeptidase inhibitors, primary screen, biochemical, single point, plate reader. Endoplasmic reticulum aminopeptidase 1 (Homo sapiens), Q9NZ08. recombinant ERAP1, Leu-AMC fluorescence, 60 min. inhibition, % at 10.7 µM. actives 0.15% (n = 340,000);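 active means mean replicate inhibition of at least 30%, or all replicates individually reaching that 30% level; inactive means mean below 30% and not every replicate reaching it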;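 further: 0% = neutral control wells and 100% = L-leucinethiol positive control wells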
Target sequence (Q9NZ08 whole entry, looked up): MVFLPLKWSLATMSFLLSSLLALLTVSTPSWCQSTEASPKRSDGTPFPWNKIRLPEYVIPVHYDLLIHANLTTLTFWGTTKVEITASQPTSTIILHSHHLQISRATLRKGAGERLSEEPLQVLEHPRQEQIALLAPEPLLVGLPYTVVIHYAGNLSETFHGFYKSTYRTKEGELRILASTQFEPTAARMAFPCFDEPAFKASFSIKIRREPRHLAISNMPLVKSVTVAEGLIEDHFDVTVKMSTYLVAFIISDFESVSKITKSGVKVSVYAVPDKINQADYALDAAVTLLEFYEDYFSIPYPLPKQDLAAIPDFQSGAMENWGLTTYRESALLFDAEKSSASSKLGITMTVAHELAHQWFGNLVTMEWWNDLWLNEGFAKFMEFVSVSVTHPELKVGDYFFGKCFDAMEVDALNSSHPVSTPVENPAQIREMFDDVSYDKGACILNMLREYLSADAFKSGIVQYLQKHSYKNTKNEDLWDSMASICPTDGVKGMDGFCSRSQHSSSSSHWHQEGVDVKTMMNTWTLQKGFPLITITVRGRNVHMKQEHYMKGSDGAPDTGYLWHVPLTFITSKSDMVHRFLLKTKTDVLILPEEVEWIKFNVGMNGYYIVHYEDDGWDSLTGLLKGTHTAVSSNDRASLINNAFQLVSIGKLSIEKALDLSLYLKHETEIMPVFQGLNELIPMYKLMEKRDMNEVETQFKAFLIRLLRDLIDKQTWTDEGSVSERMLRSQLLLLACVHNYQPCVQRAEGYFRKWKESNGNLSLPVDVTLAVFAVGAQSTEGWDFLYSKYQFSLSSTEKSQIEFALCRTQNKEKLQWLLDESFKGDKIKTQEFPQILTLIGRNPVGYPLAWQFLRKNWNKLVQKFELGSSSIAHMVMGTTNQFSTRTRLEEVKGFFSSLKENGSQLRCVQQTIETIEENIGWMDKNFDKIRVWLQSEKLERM
FN deposit inh: inhibitors of fibronectin matrix deposition, primary screen, AH1F cells, Alexa488-fibronectin fluorescence, plate reader; AH1F fibroblasts, overnight; inhibition, % at 12.6 µM; actives 0.086% (n = 350,000);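 active means mean inhibition across replicates of 30% or more, regardless of how many single replicates reach that level; inconclusive means mean under 30% yet at least half of replicates reach 30%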;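 further: positive control wells lacked labelled fibronectin entirely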
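Test system: AH1F fibroblast monolayer depositing Alexa488-labelled fibronectin into matrix. Input: 10000 cells per well. Technique: fluorescence, ex 485 nm, em 525 nm. Buffer or medium: DMEM plus 2% serum, read in PBS. Timing: 1 h cell adhesion before compound, then overnight fibronectin incubation. Compound: single dose, pinned. Read-out basis: inhibition from reduced deposited-fibronectin fluorescence.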
PGC1a acetyl inh: inhibitors of PGC1a acetylation signal, primary screen, cell-based, U2OS, AlphaScreen, inhibitor mode; AlphaScreen anti-acetyl-lysine; with virally co-expressed GCN5 acetyltransferase; inhibition, % at 15.6 µM; actives 0.17% (n = 350,000); AID 651687, 2012;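 active means every replicate shows inhibition of at least 40%; inconclusive means mean inhibition at least 40% but some replicate below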;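 further: 0% = neutral control wells and 100% = positive control wells; some results beyond the cut were filed as inactive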
S100A4 MyoIIA: inhibitors of S100A4-myosin IIA peptide binding, primary screen, biochemical, fluorescence polarization, TAMRA-MyoIIA peptide | Protein S100-A4 (Homo sapiens), P26447 | inhibition, % at 10.7 µM | actives 0.14% (n = 360,000);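 active means mean inhibition of at least 70% across replicates, with every replicate also reaching that level; inconclusive means mean inhibition reaches 70% but some replicates fall short; inactive means mean inhibition below 70%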
Target sequence (P26447 whole entry, looked up): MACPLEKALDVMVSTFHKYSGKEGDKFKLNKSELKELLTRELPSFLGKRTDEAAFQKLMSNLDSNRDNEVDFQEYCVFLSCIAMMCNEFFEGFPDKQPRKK
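Material: S100A4 monomer protein | Medium: HEPES pH 7.2 with CaCl2, KCl, NaCl, DTT, Triton | Reagent: Labelled myosin peptide probe, 5 nM | Doses: One dose per compound | Times: 5 min incubation before reading | Benchmarks: Neutral control DMSO, positive control TFP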
PglD DTNB: C. jejuni PglD acetyltransferase inhibitors, primary screen, biochemical, DTNB colorimetric, single point | UDP-N-acetylbacillosamine N-acetyltransferase PglD (Campylobacter jejuni) | purified PglD enzyme, DTNB colorimetric CoA detection | inhibition, % at 12.5 µM | actives 0.098% (n = 360,000) | AID 602405, 2012; in the data active means inhibition above about 16%, passing the limit was not always enough; inconclusive means no clear call, values can overlap the other calls; further: strong numbers were not always called active
LGR2 inh: inhibitors of bursicon-induced LGR2 CRE-luciferase signal, primary screen, cell-based, HEK293, CRE-luciferase reporter, bursicon stimulation; inhibition, % at 9.99 µM; Drosophila bursicon receptor LGR2 (rickets); bursicon-stimulated, 4 h; actives 0.35% (n = 380,000);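 active means drop in luminescence signal, shown as inhibition above about 50% in the replicate tests, limit read from the data, passing the limit was not always enough; inconclusive means probably only some replicates passing the limit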;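 further: agonist challenge used bursicon conditioned medium at about half maximal strength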
* = called active by the depositor; u = inconclusive; x = no result given.

SMILES	PAX8 inh HTS	EWS-Fli block	ERAP1 inh	FN deposit inh	PGC1a acetyl inh	S100A4 MyoIIA	PglD DTNB	LGR2 inh
CCCC(=O)Nc1ccc2c(c1)C(=O)N(C)[C@@H]1CC[C@H](CC(=O)NCC3CCCCC3)O[C@H]1CO2	-6	2	-4	-7	-10	-11	-1	4
CCCNC(=O)N1CC2(C1)CN(C(=O)CC1CC1)[C@H](CO)c1c2c2ccc(OC)cc2n1C	x	-8	0	x	2	0	x	10
O=C(NCCN1CCOCC1)c1c(Cl)cccc1Cl	-4	-1	3	-5	-10	-19	1	5
COc1ccc(CN2C(=O)C(C)S/C2=N/N=C/c2ccco2)cc1 (centres undefined)	-146	-82	-5	0	6	3	0	-71
COc1cc(CN2CC3(CCN(C(=O)Nc4c(C)noc4C)CC3)c3c(n(C)c4cc(OC)ccc34)[C@H]2CO)cc(OC)c1	x	-1	-2	1	-3	-4	x	14
C[C@H](CO)N1C[C@H](C)[C@H](CN(C)C(=O)Nc2ccc3c(c2)OCO3)Oc2ncc(-c3ccc(F)cc3)cc2C1=O	x	6	0	-2	-4	-2	6	5
CC(C)NC(=S)N1CCN(S(C)(=O)=O)CC1	12	3	0	1	x	9	x	-6
COc1ccc(C(C)=O)cc1COC(=O)c1ccc(C)c(S(=O)(=O)N2CCOCC2)c1	7	-16	1	7	x	-2	0	-23
Cc1cccc(OCCCC(=O)N2CCCCCC2)c1C	-20	10	1	-4	x	-1	-14	-5
CCOC(=O)C1=C(C)NC(=O)NC1/C(C)=C/c1ccccc1 (centres undefined)	x	4	2	x	-4	-2	-3	7
CN(CC(=O)Nc1c(Cl)cccc1Cl)C(=O)c1cc(-c2cccs2)nn1-c1ccccc1	13	-1	-1	1	2	3	5	-2
COc1ccccc1NC(=S)N(Cc1ccccc1)Cc1cccnc1	3	-70	-3	x	x	1	x	14
COc1cc(Cl)ccc1NC(=S)N(CCN1CCOCC1)C1CCN(C(C)=O)CC1	24	10	-2	-1	x	0	x	8
Cc1ccc(N(CC(=O)Nc2cc(C)ccc2C)S(C)(=O)=O)cc1	4	6	1	-1	5	0	0	13
CCCCOc1ccc(C(=O)NC(=S)Nc2ccc(CN3CCOCC3)cc2)cc1	-2	8	0	-1	4	8	2	-2
Fc1ccc(-n2cc(-c3ccccc3)c3c(N4CCOCC4)ncnc32)cc1	38	2	-2	-14	3	3	x	10
Cc1ccc(-c2ccc3c(c2)O[C@@H](CN(C)C(=O)C2CCC2)[C@H](C)CN([C@@H](C)CO)S3(=O)=O)cc1	x	-4	1	x	-4	6	1	-2
COc1ccc(S(=O)(=O)Nc2ccc3c(c2)C(=O)N([C@H](C)CO)C[C@H](C)[C@H](CN(C)Cc2ccncc2)OCCCC[C@@H](C)O3)cc1	-27	-4	0	x	11	-36	-2	25
C[C@H]1CN([C@@H](C)CO)C(=O)c2cccc(NC(=O)NC3CCCCC3)c2O[C@H]1CN(C)C(=O)Nc1ccc2c(c1)OCO2	-4	-45	0	x	10	3	-2	14
Cc1ccc(S(=O)(=O)N(C)C[C@H]2Oc3ccc(NC(=O)CCCCCC(=O)Nc4ccccc4N)cc3C(=O)N([C@@H](C)CO)C[C@@H]2C)cc1	15	16	-3	x	-9	0	-1	-28
COc1ccc(NC(=O)N(C)C[C@@H]2Oc3ccc(N(C)C)cc3C(=O)N([C@@H](C)CO)C[C@@H]2C)cc1	-4	x	1	-4	-7	-5	1	-28
CC(C)C[C@H]1CN([C@@H](Cc2ccccc2)CN2CCC[C@@H]2CN2C(=O)C(=O)NC[C@@H]2Cc2ccccc2)C(=O)C(=O)N1CCc1ccccc1	21	-30	x	-16	13	0	-3	34
O=C(C[C@H]1C[C@H]2c3cc(NC(=O)C4CCC4)ccc3O[C@H]2[C@@H](CO)O1)NCc1cccnc1	-13	-3	0	1	-2	3	6	-26
Cc1[nH]c(=O)[nH]c(=O)c1Cc1cccc2ccccc12	3	12	-10	-11	-5	4	x	10
COc1ccc(C(=O)Nc2ccccc2[N+](=O)[O-])cc1S(=O)(=O)N1CCOCC1	47	-10	0	x	x	-1	0	4

Following part
SMILES	PAX8 inh HTS	EWS-Fli block	ERAP1 inh	FN deposit inh	PGC1a acetyl inh	S100A4 MyoIIA	PglD DTNB	LGR2 inh
CCOc1ccc(NC(=O)COc2cccc3c2CCN(Cc2cccnc2)C3=O)cc1	23	11	2	-4	2	7	-1	1
C[C@@H]1CN([C@@H](C)CO)C(=O)c2cc(NS(=O)(=O)c3ccc(Cl)cc3)ccc2O[C@@H](C)CCCCO[C@H]1CN(C)C(=O)CCC(F)(F)F	5	x	0	-8	0	-11	-5	5
CC(C)CCNC(=O)c1c(CSc2ccc(Cl)cc2)noc1C(=O)NCc1ccccc1	-3	15	x	0	4	x	-1	3
CCN(CC(=O)Nc1ccccc1OC)C(=O)CN1C(=O)NC(C)(c2ccc3ccccc3c2)C1=O (centres undefined)	13	7	2	0	-3	-2	-3	-1
COCC(=O)N1C[C@@H]2[C@H](c3ccccc31)[C@H](CO)N2C(=O)c1ccccc1F	8	2	1	7	1	0	1	8
COc1ccc(C)cc1N(CC(=O)Nc1ccc(S(=O)(=O)N2CCOCC2)cc1)S(C)(=O)=O	1	4	-6	4	20	-5	1	3
Cc1nc(C(F)(F)F)ccc1C(=O)N1CCC1(C)C(=O)Nc1ccc2c(c1)OCO2 (centres undefined)	4	6	2	-6	7	-5	6	-12
COc1ccc(C(=O)NCc2nnc(SCC(=O)c3ccccc3)n2C)cc1OC	-40	-1	2	-6	x	-6	10	6
COc1ccc(C#Cc2ccc([C@@H]3[C@@H](CO)N4CCCCN(S(=O)(=O)c5ccccc5)C[C@H]34)cc2)cc1	6	10	2	x	-9	7	7	12
C[C@@H]1CN([C@@H](C)CO)C(=O)Cc2cc(NC(=O)CCN3CCOCC3)ccc2O[C@H]1CN(C)Cc1ccc(Cl)c(Cl)c1	11	-5	5	x	-14	13	2	-20
CC1(C)Cc2c(sc3ncnc(NNC(=S)NCc4ccccc4)c23)CO1	20	u	4	-20	x	4	x	-10
CCc1nn(C(C)C(=O)NCCN2CCCCCC2)c(=O)c2cc3occc3n12 (centres undefined)	-1	4	2	6	5	-9	0	-11
O=C(NC1CCCC1)N1CCCCN2[C@@H](CO)[C@@H](c3ccc(-c4cccnc4)cc3)[C@@H]2C1	4	-1	1	-2	-4	98*	0	11
Cc1ccc(S(=O)(=O)N2CCSCCSCCSCCSCC2)cc1	16	10	1	-7	x	-17	x	22
O=C(Cn1cc2c(n1)CCCC2)NCc1cccnc1	-16	-11	x	-3	x	0	0	3
Cc1cc([N+](=O)[O-])cc(/C=N\NC(=O)C2COc3ccccc3O2)c1O (centres undefined)	8	20	x	7	10	-3	0	3
O=C1CC(c2ccccc2)NC(=S)N1 (centres undefined)	8	-5	3	-1	x	3	1	13
O=C(Nc1cccc(S(=O)(=O)N2CCCC2)c1)c1ccco1	-13	5	1	3	-4	-2	-2	-12
C[C@@H]1CN([C@@H](C)CO)C(=O)c2cc(C#CCN(C)C)cnc2O[C@@H]1CN(C)Cc1ccccc1F	0	6	1	-8	-5	-7	-1	2
COc1cccc(C#Cc2ccc([C@@H]3[C@H]4CN(C(C)=O)CC(=O)N4[C@H]3CO)cc2)c1	x	x	0	x	-6	21	x	-4
CCc1c(C)c2ccc(O)c(CN3CCCC3)c2oc1=O	-3	3	10	1	5	-4	-3	-13
COc1ccc(CN(C)C[C@H]2Oc3ccc(NS(=O)(=O)c4ccc(OC)cc4)cc3C(=O)N([C@@H](C)CO)C[C@H]2C)cc1	x	-1	1	x	-1	0	10	21
CN1CCN(C(=O)c2ccc(NC(=O)c3ccc(Br)o3)cc2)CC1	5	-8	1	8	x	-1	x	-19
O=C(COC(=O)C1CC1)Nc1ccccc1Sc1ccccc1	0	-5	-8	7	x	-1	x	-19
C[C@H](NC(=O)c1nc[nH]c1C(=O)N[C@@H](Cc1ccccc1)C(=O)OCc1ccccc1)C(=O)OC(C)(C)C	2	-1	-2	2	x	15	3	16

Carrying on.
SMILES	PAX8 inh HTS	EWS-Fli block	ERAP1 inh	FN deposit inh	PGC1a acetyl inh	S100A4 MyoIIA	PglD DTNB	LGR2 inh
CN1CCC(N(C)C(=S)NCCc2ccccc2)CC1	-1	-3	4	-8	x	5	x	4
COc1ccc(CNC(=O)O[C@]23C[C@H]4C(=O)N(c5ccccc5)C(=O)[C@H]4C[C@@]2(O)CN(S(=O)(=O)c2ccc(C)cc2)C3)cc1OC	-17	-17	8	8	6	-3	6	-15
CN1CCN(S(=O)(=O)c2cccc(C(=O)Nc3sccc3C(N)=O)c2)CC1	11	-11	2	-1	x	0	1	3
Cc1ccccc1NC(=O)CNc1ccc(Cl)c(C(F)(F)F)c1	8	x	x	1	-14	x	-6	14
COC(=O)[C@@H]1C[C@@]2(O)[C@@H](O)[C@@H](O)[C@@H](O)C[C@H]2N1CC(c1ccccc1)c1ccccc1	3	5	-1	-1	x	1	0	-6
CCN(Cc1cc(OC)c(OC)c(OC)c1)S(=O)(=O)c1ccccc1Br	-12	4	x	5	x	-1	x	1
COc1ccc(C)cc1S(=O)(=O)N(CC(=O)N1CCCC1)c1ccc(C)cc1	-5	x	-1	x	x	9	-7	12

Some of the entries so far, with each value named:
COC(=O)[C@@H]1C[C@@]2(O)[C@@H](O)[C@@H](O)[C@@H](O)C[C@H]2N1CC(c1ccccc1)c1ccccc1
  PAX8 inh HTS: 3; EWS-Fli block: 5; ERAP1 inh: -1; FN deposit inh: -1; PGC1a acetyl inh: x; S100A4 MyoIIA: 1; PglD DTNB: 0; LGR2 inh: -6
CCN(Cc1cc(OC)c(OC)c(OC)c1)S(=O)(=O)c1ccccc1Br
  PAX8 inh HTS: -12; EWS-Fli block: 4; ERAP1 inh: x; FN deposit inh: 5; PGC1a acetyl inh: x; S100A4 MyoIIA: -1; PglD DTNB: x; LGR2 inh: 1
